NSD2 inh = inhibitors of human NSD2 methyltransferase | O96028 | NSD2-SET H3K36me1 DELFIA fluorescence, biochemical | inhibition, % at 12.5 µM | 44,000 tested, 0.07% active | AID 624260; in the data active = inhibition above about 54%, passing the limit was not always enough; inconclusive = no clear call, values can overlap the other calls;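 also: inhibitors reduce the monomethyl H3K36 fluorescence signal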
Target sequence (O96028 whole entry, looked up): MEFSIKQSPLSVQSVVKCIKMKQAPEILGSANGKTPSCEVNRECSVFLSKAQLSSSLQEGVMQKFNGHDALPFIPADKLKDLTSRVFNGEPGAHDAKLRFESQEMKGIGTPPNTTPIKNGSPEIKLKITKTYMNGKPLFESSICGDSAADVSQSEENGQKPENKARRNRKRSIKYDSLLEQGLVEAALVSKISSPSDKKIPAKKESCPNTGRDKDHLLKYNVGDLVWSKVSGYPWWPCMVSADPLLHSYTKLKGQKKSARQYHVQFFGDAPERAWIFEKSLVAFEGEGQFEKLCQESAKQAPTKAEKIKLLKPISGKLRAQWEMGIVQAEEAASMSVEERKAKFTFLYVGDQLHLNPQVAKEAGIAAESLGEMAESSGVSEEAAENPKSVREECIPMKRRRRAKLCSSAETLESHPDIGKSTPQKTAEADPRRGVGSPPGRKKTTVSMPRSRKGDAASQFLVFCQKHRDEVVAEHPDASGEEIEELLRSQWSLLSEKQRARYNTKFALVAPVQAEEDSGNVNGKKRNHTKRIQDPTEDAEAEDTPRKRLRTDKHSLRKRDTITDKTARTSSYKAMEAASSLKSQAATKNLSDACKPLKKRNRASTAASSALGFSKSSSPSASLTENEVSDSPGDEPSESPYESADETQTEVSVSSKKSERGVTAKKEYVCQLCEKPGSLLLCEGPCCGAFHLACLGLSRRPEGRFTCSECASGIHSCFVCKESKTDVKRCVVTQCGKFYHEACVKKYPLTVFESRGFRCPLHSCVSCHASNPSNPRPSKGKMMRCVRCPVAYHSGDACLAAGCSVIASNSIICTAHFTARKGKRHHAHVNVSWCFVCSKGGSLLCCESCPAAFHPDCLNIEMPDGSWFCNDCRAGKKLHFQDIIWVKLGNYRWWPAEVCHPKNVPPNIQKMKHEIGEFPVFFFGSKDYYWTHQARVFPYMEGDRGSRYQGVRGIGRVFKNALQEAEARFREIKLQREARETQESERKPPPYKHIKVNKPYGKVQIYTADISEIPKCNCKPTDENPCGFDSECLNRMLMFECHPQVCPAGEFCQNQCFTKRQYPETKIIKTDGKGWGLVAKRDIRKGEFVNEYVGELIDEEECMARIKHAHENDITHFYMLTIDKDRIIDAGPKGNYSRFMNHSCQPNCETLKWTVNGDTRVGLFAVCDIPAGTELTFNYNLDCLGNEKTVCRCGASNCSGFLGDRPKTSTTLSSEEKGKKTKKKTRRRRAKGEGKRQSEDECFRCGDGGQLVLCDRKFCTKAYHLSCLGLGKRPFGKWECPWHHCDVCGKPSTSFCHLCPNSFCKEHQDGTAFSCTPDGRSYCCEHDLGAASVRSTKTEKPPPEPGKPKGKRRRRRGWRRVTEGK
* = called active by the depositor; ? = inconclusive; & = joins results of further samples.

SMILES	NSD2 inh
C[C@H]1CN([C@@H](C)CO)C(=O)c2cccc(NC(=O)CCCCCC(=O)Nc3ccccc3N)c2O[C@H]1CN(C)C(=O)Nc1ccc(C(F)(F)F)cc1	-3.0
C[C@H](CO)N1C[C@H](C)[C@H](CN(C)S(=O)(=O)c2ccc(-c3ccccc3)cc2)OCc2cn(nn2)CCCC1=O	-2.4
COc1cccc(NC(=O)N(C)C[C@H]2Oc3cc(-c4cccc(C(=O)N(C)C)c4)ccc3S(=O)(=O)N([C@H](C)CO)C[C@H]2C)c1	0.2
COc1ccc(S(=O)(=O)Nc2ccc3c(c2)C(=O)N([C@H](C)CO)C[C@@H](C)[C@@H](CN(C)Cc2ccc(C(F)(F)F)cc2)OCCCC[C@H](C)O3)cc1	14.1
C[C@H]1CCCCO[C@@H](CN(C)C(=O)NC2CCCCC2)[C@@H](C)CN([C@@H](C)CO)C(=O)c2cc(NC(=O)CCC(F)(F)F)ccc2O1	4.3
C[C@H]1CN([C@@H](C)CO)C(=O)Cc2cc(NS(=O)(=O)c3cn(C)cn3)ccc2O[C@@H]1CN(C)Cc1ccc(Oc2ccccc2)cc1	-1.6
CCCN(C)C[C@@H]1OCCCC[C@@H](C)Oc2ccc(NS(=O)(=O)c3ccccc3)cc2C(=O)N([C@@H](C)CO)C[C@@H]1C	7.5
C[C@@H]1CN([C@@H](C)CO)C(=O)Cc2cc(NS(C)(=O)=O)ccc2O[C@H]1CN(C)Cc1ccccc1	-2.1
COc1ccc(NC(=O)N(C)C[C@@H]2Oc3c(NS(=O)(=O)c4cn(C)cn4)cccc3C(=O)N([C@@H](C)CO)C[C@H]2C)cc1	-1.6
[N-]=[N+]=NCC(=O)N1CCC2(CC1)C(=O)NCN2c1ccccc1	-3.4&-1.7
Cc1ccc(S(=O)(=O)N(C)C[C@H]2Oc3c(NC(=O)CCCCCC(=O)Nc4ccccc4N)cccc3C(=O)N([C@@H](C)CO)C[C@@H]2C)cc1	1.1
O=C(N/N=C/c1ccccc1[N+](=O)[O-])c1ccccn1	-0.4
Cc1noc(C)c1NC(=O)N(C)C[C@H]1Oc2ncc(C#CC3CCCCC3)cc2C(=O)N([C@H](C)CO)C[C@H]1C	-4.3
COc1ccc(S(=O)(=O)Nc2ccc3c(c2)CC(=O)N([C@@H](C)CO)C[C@@H](C)[C@@H](CN(C)Cc2ccncc2)O3)cc1	2.8
COc1cc(/C=C/C=N/NC(=O)c2ccccn2)ccc1O	-4.8
COc1ccccc1C#Cc1cnc2c(c1)C(=O)N([C@@H](C)CO)C[C@H](C)[C@H](CN(C)C(=O)CN(C)C)O2	-2.1
C[C@@H]1CCCCO[C@@H](CN(C)C(=O)CCC(F)(F)F)[C@@H](C)CN([C@@H](C)CO)C(=O)c2cc(NC(=O)Cc3ccccc3)ccc2O1	7.7
C[C@H](CO)N1C[C@H](C)[C@@H](CN(C)C(=O)NC2CCCCC2)Oc2ccc(NC(=O)Nc3ccc(C(F)(F)F)cc3)cc2CC1=O	-2.6
C[C@@H]1CN([C@H](C)CO)C(=O)Cc2cc(NS(=O)(=O)c3cn(C)cn3)ccc2O[C@H]1CN(C)CC1CCCCC1	11.5
CC(C)CC#Cc1ccc2c(c1)O[C@@H](CN(C)Cc1ccncc1)[C@@H](C)CN([C@H](C)CO)S2(=O)=O	6.5
C[C@@H]1CN([C@H](C)CO)S(=O)(=O)c2ccc(-c3cccnc3)cc2O[C@H]1CN(C)Cc1ccccn1	-0.6
CCC(=O)N(C)C[C@@H]1Oc2cc(-c3ccc(C#N)cc3)ccc2S(=O)(=O)N([C@@H](C)CO)C[C@H]1C	0.6
COc1ccccc1NC(=O)N[C@@H]1CC[C@H](CC(=O)N2CCC(Cc3ccccc3)CC2)O[C@@H]1CO	5.8
C[C@H]1CN([C@@H](C)CO)S(=O)(=O)c2ccc(-c3ccc(F)cc3)cc2O[C@H]1CN(C)Cc1ccccc1C(=O)O	-9.6
CC(=O)N(C)C[C@@H]1Oc2cc(-c3ccccc3F)ccc2S(=O)(=O)N([C@@H](C)CO)C[C@@H]1C	-3.5
Cc1noc(C)c1S(=O)(=O)Nc1ccc2c(c1)CC(=O)N([C@H](C)CO)C[C@@H](C)[C@H](CN(C)S(C)(=O)=O)O2	-0.8
C[C@H]1CN([C@@H](C)CO)C(=O)c2cccc(NC(=O)CCCCCC(=O)Nc3ccccc3N)c2O[C@H]1CN(C)S(=O)(=O)c1ccccc1	2.7
CNC[C@H]1Oc2ccc(NC(=O)Nc3ccc(F)cc3)cc2CC(=O)N([C@H](C)CO)C[C@@H]1C	12.9
CCCN(C)C[C@H]1Oc2cc(C#Cc3cccc(F)c3)ccc2S(=O)(=O)N([C@@H](C)CO)C[C@H]1C	-4.5
CS(=O)(=O)Nc1ccc2c(c1)[C@H]1C[C@@H](CC(=O)NC3CCCCC3)O[C@H](CO)[C@H]1O2	1.7
C[C@H](CO)N1C[C@H](C)[C@@H](CN(C)CC2CCCCC2)OCCCC[C@H](C)Oc2ccc(NC(=O)c3ccccc3)cc2C1=O	-7.7
C[C@H]1CN([C@@H](C)CO)C(=O)c2cc(NC(=O)c3ccncc3)ccc2O[C@@H]1CN(C)S(=O)(=O)c1cn(C)cn1	-2.0
C[C@H](CO)N1C[C@H](C)[C@H](CN(C)Cc2ccc(C(F)(F)F)cc2)Oc2ccc(NC(=O)NC3CCCCC3)cc2C1=O	-6.2
Cc1noc(C)c1S(=O)(=O)N(C)C[C@H]1Oc2ccc(NS(=O)(=O)c3ccc(Cl)cc3)cc2CC(=O)N([C@@H](C)CO)C[C@H]1C	1.6
Cc1noc(C)c1NC(=O)Nc1ccc2c(c1)C(=O)N([C@@H](C)CO)C[C@@H](C)[C@@H](CN(C)S(=O)(=O)c1cccs1)OCCCC[C@H](C)O2	-7.8
Cc1ccc(OCC(O)C(C)NC(C)C)c2c1CCC2 (stereo not given)	1.5
C[C@@H]1CN([C@H](C)CO)S(=O)(=O)c2ccc(C#Cc3ccccn3)cc2O[C@@H]1CN(C)Cc1ccc(F)cc1	5.8
COc1ccc(NC(=O)Nc2cccc3c2O[C@@H](CN(C)Cc2ccncc2)[C@H](C)CN([C@H](C)CO)C3=O)cc1	1.7
CCCNC(=O)N[C@H]1C=C[C@H](CC(=O)N2CCN(C)CC2)O[C@@H]1CO	-2.7
C[C@@H]1CN([C@@H](C)CO)C(=O)c2cc(NC(=O)Nc3ccccc3)ccc2O[C@@H](C)CCCCO[C@@H]1CN(C)C(=O)C1CCCCC1	-5.0
COc1ccccc1NC(=O)N[C@@H]1C=C[C@@H](CC(=O)N[C@@H](C)c2ccccc2)O[C@H]1CO	4.4
C[C@@H]1CN([C@H](C)CO)C(=O)Cc2cc(NC(=O)Nc3cccc4ccccc34)ccc2O[C@H]1CN(C)C(=O)Nc1ccccc1	-7.4
COC(=O)CCCCCCC(=O)N/N=C/c1cc(Br)ccc1O	1.0
CCCNC(=O)C[C@H]1C[C@H]2c3cc(NS(=O)(=O)c4ccc(OC)cc4)ccc3O[C@H]2[C@@H](CO)O1	-7.4
Cc1ccc(S(=O)(=O)N(C)C[C@@H]2Oc3ncc(-c4cccc(C(F)(F)F)c4)cc3C(=O)N([C@H](C)CO)C[C@@H]2C)cc1	-9.7
C[C@H](CO)N1C[C@H](C)[C@H](CN(C)Cc2ccc(-c3ccccc3)cc2)Oc2ccc(NC(=O)Cc3cn(C)c4ccccc34)cc2C1=O	-0.2
C[C@H](CO)N1C[C@H](C)[C@@H](CN(C)C(=O)c2ccccn2)Oc2cc(C#CC3CC3)ccc2S1(=O)=O	9.2
C[C@@H]1CN([C@@H](C)CO)C(=O)Cc2cc(NC(=O)c3ccncc3)ccc2O[C@H]1CN(C)C(=O)Nc1ccc(F)cc1	24.4
COc1cccc(CNC(=O)C[C@H]2C=C[C@@H](NC(C)=O)[C@@H](CO)O2)c1	3.6
COc1ccc(S(=O)(=O)Nc2ccc3c(c2)C(=O)N([C@H](C)CO)C[C@@H](C)[C@@H](CN(C)Cc2ccccc2)O3)cc1	-1.8

Given as labelled records: 3 of the compounds above
SMILES: CCCNC(=O)C[C@H]1C[C@H]2c3cc(NS(=O)(=O)c4ccc(OC)cc4)ccc3O[C@H]2[C@@H](CO)O1
  NSD2 inh: -7.4
SMILES: Cc1ccc(S(=O)(=O)N(C)C[C@@H]2Oc3ncc(-c4cccc(C(F)(F)F)c4)cc3C(=O)N([C@H](C)CO)C[C@@H]2C)cc1
  NSD2 inh: -9.7
SMILES: C[C@H](CO)N1C[C@H](C)[C@H](CN(C)Cc2ccc(-c3ccccc3)cc2)Oc2ccc(NC(=O)Cc3cn(C)c4ccccc34)cc2C1=O
  NSD2 inh: -0.2

Additional structures:
SMILES	NSD2 inh
CC(C)NC(=O)Nc1ccc2c(c1)CC(=O)N([C@H](C)CO)C[C@@H](C)[C@@H](CN(C)CC1CC1)O2	-4.5
C[C@@H]1CN([C@@H](C)CO)C(=O)c2cc(-c3cncnc3)cnc2O[C@@H]1CN(C)Cc1cncnc1	0.1
O=C(O)/C=C\C(=O)Nc1ccccc1SCC(O)Cn1ccc(C(F)(F)F)n1 (stereo not given)	1.9
Cc1noc(C)c1NC(=O)N(C)C[C@@H]1Oc2c(NC(=O)C3CC3)cccc2C(=O)N([C@@H](C)CO)C[C@H]1C	2.7
C[C@@H]1CN([C@H](C)CO)S(=O)(=O)c2ccc(-c3ccncc3)cc2O[C@H]1CN(C)C	3.1
COc1cc(Br)c(/C=N/NC(=O)CCCCCCC(=O)Nc2ccccc2O)cc1OC	-1.2
C[C@@H]1CCCCO[C@H](CN(C)C(=O)C2CCCCC2)[C@@H](C)CN([C@@H](C)CO)C(=O)c2cc(NC(=O)c3ccccc3)ccc2O1	-3.8
C[C@H]1CN([C@@H](C)CO)C(=O)CCCn2nncc2CO[C@H]1CN(C)S(=O)(=O)c1cn(C)cn1	5.2
O=C(O)CCc1cc2ccoc2cc1O[C@@H]1O[C@H](CO)[C@@H](O)[C@H](O)[C@H]1O	0.9
Cc1ccccc1-c1cnc2c(c1)C(=O)N([C@H](C)CO)C[C@H](C)[C@H](CN(C)C(=O)CN(C)C)O2	-0.9
Cc1noc(C)c1S(=O)(=O)Nc1ccc2c(c1)C(=O)N([C@@H](C)CO)C[C@H](C)[C@H](CN(C)C(=O)CCC(F)(F)F)OCCCC[C@@H](C)O2	6.1
C[C@H]1CN([C@@H](C)CO)C(=O)c2cc(-c3ccccc3F)cnc2O[C@H]1CN(C)C(=O)C1CCOCC1	-13.6
C[C@@H]1CN([C@H](C)CO)C(=O)c2cccc(NS(=O)(=O)c3cn(C)cn3)c2O[C@H]1CN(C)Cc1ccc(C(=O)Nc2ccccc2N)cc1	1.1
C[C@@H]1CN([C@H](C)CO)C(=O)Cc2cc(NS(=O)(=O)c3ccc(F)cc3)ccc2O[C@H]1CN(C)S(C)(=O)=O	5.8
CCc1ccc2[nH]c(C(=O)Nc3ccccc3C(C)CC)cc2c1 (stereo not given)	-0.3
C[C@@H]1CN([C@@H](C)CO)S(=O)(=O)c2ccc(C#CC3CCCC3)cc2O[C@@H]1CN(C)Cc1cncnc1	-4.8
C[C@@H]1CCCCO[C@@H](CN(C)S(=O)(=O)c2cn(C)cn2)[C@H](C)CN([C@@H](C)CO)C(=O)c2cc(NS(C)(=O)=O)ccc2O1	-2.1
Cc1noc(C)c1-c1nc(CSc2n[nH]c(=O)n2C2CC2)no1	-4.7
COc1ccc(NC(=O)N(C)C[C@H]2Oc3ccc(NS(=O)(=O)c4ccc(OC)cc4)cc3C(=O)N([C@@H](C)CO)C[C@H]2C)cc1	15.8
Cc1noc(C)c1S(=O)(=O)Nc1ccc2c(c1)C(=O)N([C@H](C)CO)C[C@@H](C)[C@@H](CN(C)C(=O)c1ccccc1)OCCCC[C@H](C)O2	2.7
COCC#Cc1ccc2c(c1)O[C@@H](CN(C)C(=O)COC)[C@@H](C)CN([C@H](C)CO)S2(=O)=O	4.3
CN1C(=O)N[C@@H]2c3ccccc3O[C@@]1(CO)[C@@H]2COC(=O)c1ccccc1	1.4
COc1ccc(S(=O)(=O)N(C)C[C@H]2OCCCC[C@H](C)Oc3ccc(NS(=O)(=O)c4c(C)noc4C)cc3C(=O)N([C@@H](C)CO)C[C@H]2C)cc1	-0.2
COc1ccc([C@@H]2Sc3ccccc3N(CCN(C)C)C(=O)[C@@H]2OC(C)=O)cc1	1.2
CNC[C@@H]1Oc2ccc(NC(=O)C3CC3)cc2CC(=O)N([C@@H](C)CO)C[C@H]1C	?
C[C@H]1CN([C@@H](C)CO)C(=O)c2cccc(NC(=O)c3ccc(-c4nccs4)cc3)c2O[C@@H]1CN(C)S(=O)(=O)c1cccs1	-4.7
Cc1noc(C)c1S(=O)(=O)Nc1ccc2c(c1)C(=O)N([C@H](C)CO)C[C@H](C)[C@@H](CN(C)Cc1ccccc1)OCCCC[C@@H](C)O2	-3.4
C[C@@H]1CN([C@@H](C)CO)C(=O)Cc2cc(NS(=O)(=O)c3cccs3)ccc2O[C@@H]1CN(C)S(=O)(=O)c1cccs1	2.2
C[C@@H]1CN([C@H](C)CO)C(=O)c2cc(NC(=O)Cc3cn(C)c4ccccc34)ccc2O[C@@H]1CN(C)C(=O)Nc1ccccc1	7.8
O=C(C[C@H]1C[C@H]2c3cc(NC(=O)Nc4ccc(F)cc4)ccc3O[C@H]2[C@@H](CO)O1)NCC(F)(F)F	-4.7
Cc1noc(C)c1S(=O)(=O)N(C)C[C@@H]1Oc2ccc(NS(C)(=O)=O)cc2CC(=O)N([C@H](C)CO)C[C@@H]1C	3.0
COC(=O)C[C@H]1C[C@H]2c3cc(N(C)C)ccc3O[C@H]2[C@@H](CO)O1	-8.0
C[C@H](CO)N1C[C@H](C)[C@@H](CN(C)C(=O)Nc2ccc3c(c2)OCO3)Oc2ccc(NC(=O)C3CC3)cc2CC1=O	-2.9

Screening results deposited in PubChem by Broad Institute.

Only part of the results is shown; the hit share may differ from the screen's.
